14-3-3 PPI: 14-3-3 gamma protein interaction modulation; P61981; FP, 14-3-3gamma / TMR-pS259-Raf peptide binding; inhibition, % at 40 µM; 0.19% of 160,000 active; AID 422; in the data active = inhibition above about 30%;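 note: 0% = protein plus tracer without compound and 100% = blank with tracer alone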
Target sequence (P61981 whole entry, looked up): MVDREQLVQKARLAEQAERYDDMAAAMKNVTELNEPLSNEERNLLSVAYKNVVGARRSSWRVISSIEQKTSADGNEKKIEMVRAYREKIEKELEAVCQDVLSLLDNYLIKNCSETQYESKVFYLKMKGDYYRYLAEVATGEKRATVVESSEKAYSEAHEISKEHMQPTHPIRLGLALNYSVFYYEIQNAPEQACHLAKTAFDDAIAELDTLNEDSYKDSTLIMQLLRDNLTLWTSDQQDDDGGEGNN
* hit, by the source's call; & = joins results of further samples. Not all compounds are listed; count on the stated rates, not on these rows.

Screening COC(=O)c1cc2oc3ccccc3c2n1Cc1ccccn1 returned 14-3-3 PPI -5.
For Cc1cc(NS(=O)(=O)c2cccs2)no1 the results were 14-3-3 PPI -5.
`COCCOC(=O)C1=C(C)NC(C)=C(C(=O)OC(C)C)C1c1cccc([N+](=O)[O-])c1` (centres undefined) gave 14-3-3 PPI -2&-3.
Screening CCOc1ccccc1-n1c(SCC(=O)N2CCOCC2)nnc1-c1ccccn1 returned 14-3-3 PPI 0.
CCOc1cccc(C2c3c(oc4ccccc4c3=O)C(=O)N2c2ccccn2)c1 (centres undefined) was read as 14-3-3 PPI 0.
O=[N+]([O-])c1ccc(N2CCN(CCO)CC2)cc1NCCOc1ccc(Cl)cc1 was read as 14-3-3 PPI 1.
For CC(C)N1C(=O)CCC1C(=O)NCc1ccco1 (centres undefined) the results were 14-3-3 PPI -5.
`CN(C)CCNC(=O)CN1N=C(c2ccccc2)CCC1=O` gave 14-3-3 PPI 0.
`CCOC(=O)C1CCCN(C(=O)c2c[nH]c3ccc(S(=O)(=O)N(C)c4cc(C)ccc4C)cc3c2=O)C1` (centres undefined) gave 14-3-3 PPI 0.
Screening CCOc1cc(S(=O)(=O)NC2CCCCCC2)ccc1F returned 14-3-3 PPI 8.
CCCCC1=NN(C(=O)C(=O)OCC)C(O)(C(F)(F)F)C1 (centres undefined) was read as 14-3-3 PPI -6.
O=S(=O)(c1ccccc1)N1CCC(O)C2CCCCC21 (centres undefined) was read as 14-3-3 PPI -4.
`O=C1NC2NC(=O)N(C(Cc3ccccc3)C(=O)O)C2N1` (centres undefined) gave 14-3-3 PPI 0.
Screening CCOC(=O)C(CC)Sc1nc2c(cnn2-c2ccccc2)c(=O)[nH]1 (centres undefined) returned 14-3-3 PPI -2&14.
`COc1cc(OC)cc(-n2c3nc4ccccc4nc3c3c(=O)n(CC4CCCO4)cnc32)c1` (centres undefined) gave 14-3-3 PPI -26.
`COc1ccc2cc3cc(C(=O)NC(C)CCc4ccccc4)oc3nc2c1` (centres undefined) gave 14-3-3 PPI 145*.
CC(=O)c1ccc(N2CCN(C(=O)c3cn(C)c(=O)c4c3c3ccccc3n4C)CC2)cc1 was read as 14-3-3 PPI -9.
`O=C1C(=O)N(CCO)C(c2ccccc2F)/C1=C(\O)c1ccc(Br)cc1` (centres undefined) gave 14-3-3 PPI 8.
For O=C(Nc1ccccc1F)c1ccc(S(=O)(=O)c2ccccc2Cl)c([N+](=O)[O-])c1 the results were 14-3-3 PPI 3.
For CCOc1ccccc1N(C)C(=O)C1CC(=O)N(c2ccc(OC)cc2)C1c1ccc(OC)cc1 (centres undefined) the results were 14-3-3 PPI -6.
Clc1ccc(OCCn2cnc3ccccc32)cc1 was read as 14-3-3 PPI -4.
C(=Cc1ccc(C=Cc2ccccc2)cc1)c1ccccc1 was read as 14-3-3 PPI 1.
`Cc1sc2ncn(CC(=O)NC3CCCC(C)C3C)c(=O)c2c1S(=O)(=O)N1CCC(C)CC1` (centres undefined) gave 14-3-3 PPI -5.
For Cc1ccc(CNC(=O)Cn2c(=O)c3sccc3n(Cc3cc(=O)n4ccccc4n3)c2=O)cc1 the results were 14-3-3 PPI -3.
Screening CCN(CCNC(=O)CN1N=C(c2ccc(C)cc2)CCC1=O)c1ccccc1 returned 14-3-3 PPI -5.
`Cc1ccc(-n2c(-c3nn(C)c(C)c3Br)n[nH]c2=S)cc1` gave 14-3-3 PPI 0.
For Clc1cccc(C=Cc2nc3cc4ccccc4cc3o2)c1 the results were 14-3-3 PPI 0.
Cn1c(/N=C/c2cccs2)nc2ccccc21 was read as 14-3-3 PPI 5.
CC(=O)Nc1nnc(SCC(=O)NCCOc2ccccc2)s1 was read as 14-3-3 PPI 3.
For CN1C(=O)C(c2nnc(Nc3ccccc3)s2)C2c3ccccc3OC13CCCC23 (centres undefined) the results were 14-3-3 PPI 1.
Screening CCSc1nc(-c2cccs2)cc(C(F)(F)F)c1C#N returned 14-3-3 PPI -8.
Screening COc1ccc(S(=O)(=O)N2CCc3cc(OC)c(OC)cc3C2)cc1 returned 14-3-3 PPI -12.
`Cc1sc(-n2c(C)cc(/C=N/n3cnnc3)c2C)c(C#N)c1C` gave 14-3-3 PPI -14.
Screening O=C(O)CNS(=O)(=O)c1ccccc1F returned 14-3-3 PPI 6.
For Cc1nc(NC(=O)c2cc(-c3ccc(Br)cc3)nc3ccccc23)sc1C the results were 14-3-3 PPI -27.
`COc1ccc2c(c1)c(=O)c1ccccc1n2CC(=O)Nc1cccc([N+](=O)[O-])c1` gave 14-3-3 PPI -3.
Screening C=CCn1c(=S)[nH]c2sc(C)c(-c3ccccc3)c2c1=O returned 14-3-3 PPI -1.
For COC(=O)C1=C(C)NC(=O)NC1c1ccc(Br)cc1 (centres undefined) the results were 14-3-3 PPI -5.
`Cn1nc(-c2ccc(Cl)cc2)c2cc(C(=O)NCC3CCCO3)sc21` (centres undefined) gave 14-3-3 PPI 0.
For CC1(C(=O)NC2CCCCCCC2)CCC(=O)N1Cc1ccco1 (centres undefined) the results were 14-3-3 PPI 0&-18.
Screening COc1ccc(C(=O)c2sc3nc4c(cc3c2N)CCCCCC4)cc1 returned 14-3-3 PPI -5.
Screening CCOc1cccc2cc(-c3csc(NC(=O)CCC(=O)N4CCOCC4)n3)c(=O)oc12 returned 14-3-3 PPI 1.
For COc1cc(C(=O)Nc2nc(-c3ccccn3)cs2)cc(OC)c1OC the results were 14-3-3 PPI -14.
For CCc1ccccc1NC1=NCC(=O)N1Cc1ccc2c(c1)OCO2 the results were 14-3-3 PPI -5.
Screening Cc1nc2n(c(=O)c1CCN1CCC(c3noc4cc(F)ccc34)CC1)CCCC2 returned 14-3-3 PPI 1.
O=c1[nH]c(=S)[nH]c(O)c1Cc1c(O)[nH]c(=S)[nH]c1=O was read as 14-3-3 PPI -11.
`CCOC(=O)COc1ccc(C(=O)c2ccccc2)c(O)c1` gave 14-3-3 PPI -6.
`O=C(CSc1nc2c(c(=O)n1-c1ccccc1)SCC2)N1CCCCCC1` gave 14-3-3 PPI -6.
O=C(Cn1cnc2sc3c(c2c1=O)CCCC3)NCCC(=O)NC1CCCCC1 was read as 14-3-3 PPI 1.
For CCNc1nnc(-c2nn(C)c(C)c2Cl)s1 the results were 14-3-3 PPI 0.
`O=C(NCCc1ccccc1)c1c[nH]c2ccc(S(=O)(=O)N3CCCCC3c3cccnc3)cc2c1=O` (centres undefined) gave 14-3-3 PPI -28.
Screening O=C(CSc1nc2sc3c(c2c(=O)[nH]1)CCCC3)NCCO returned 14-3-3 PPI 4.
For Cc1ccc(-n2c3c(cc(C(=O)Nc4ccc(Cl)cc4)c2=O)C(=O)CCC3)cc1 the results were 14-3-3 PPI -4.
For O=C(Nc1ccc(F)cc1)c1ccc(OC(=S)Nc2ccc(I)cc2)cc1 the results were 14-3-3 PPI -11.
CCCCCn1c(=O)[nH]c2cc(C(=O)N3CCN(c4cccc(C(F)(F)F)c4)CC3)ccc2c1=O was read as 14-3-3 PPI -2.
COc1ccc(CCNC(=O)Cn2ncc3c(=O)oc4ccccc4c32)cc1OC was read as 14-3-3 PPI -6.
`CCN1CCc2c(sc(NC(=O)c3ccc(S(=O)(=O)N4CCCC4)cc3)c2-c2nc3ccccc3s2)C1` gave 14-3-3 PPI -53.
`O=C(CN1C(=O)NC2(CCCCCCC2)C1=O)NC(=O)NCc1ccco1` gave 14-3-3 PPI -6.
Screening O=C(c1ccncc1)c1ccc(N2CCN(C3CC(=O)N(Cc4ccccc4)C3=O)CC2)cc1 (centres undefined) returned 14-3-3 PPI -6.
Screening Cc1nc2cc(NS(=O)(=O)c3ccccc3F)ccc2s1 returned 14-3-3 PPI -6.
`O=C(CCCCn1c(=O)c2ccccc2n(CC(=O)Nc2ccccc2)c1=O)NCc1ccco1` gave 14-3-3 PPI -5.
Screening FC(F)(F)c1nnc2sc(-c3cccs3)nn12 returned 14-3-3 PPI -5.
CCn1nc(NC(=O)c2ccncc2)c2cc3cc(C)ccc3nc21 was read as 14-3-3 PPI -9.
Screening CCOc1ccc(C2C(C(=O)c3ccc(C)o3)=C(O)C(=O)N2Cc2cccnc2)cc1OC (centres undefined) returned 14-3-3 PPI -6.
COc1ccccc1-c1c(C(F)(F)F)oc2c(CN3CCCCC3C)c(O)ccc2c1=O (centres undefined) was read as 14-3-3 PPI 1.
For COC(=O)C(C)Nc1ccccc1 (centres undefined) the results were 14-3-3 PPI -9.
Screening NC(=O)Nc1ccc(Oc2c(F)c(F)c(F)c(F)c2F)cc1 returned 14-3-3 PPI -6.
Screening COc1ccc2c(=O)c(Oc3cc(C)cc(C)c3)c(C(F)(F)F)oc2c1 returned 14-3-3 PPI -3.
O=c1[nH]c2cc3c(cc2cc1C(c1nnnn1CC1CCCO1)N1CCCC1)OCO3 (centres undefined) was read as 14-3-3 PPI -12.
For Cc1nn(C(C)(C)C)c(OC(=O)CC(C)C)c1Sc1ccccc1[N+](=O)[O-] the results were 14-3-3 PPI -1.
Cc1ccc(C2C3=C(CCCC3=O)Nc3ccccc3N2C(=O)c2ccccc2)cc1 (centres undefined) was read as 14-3-3 PPI 5.
CC(C)[N+]1(C)[C@@H]2CC[C@H]1CC(OC(=O)C(CO)c1ccccc1)C2 (some centres undefined) was read as 14-3-3 PPI -7.
For CCOCCCN1C(=O)CCC1(C)C(=O)NC1CCCCCCC1 (centres undefined) the results were 14-3-3 PPI -1.
`CCC(=O)Nc1ccc2oc(-c3ccccc3F)nc2c1` gave 14-3-3 PPI -77.
`COCCCNC(=O)c1ccc2c(c1)ncn2-c1cc(C)cc(C)c1` gave 14-3-3 PPI -2.
`CCSc1oc(-c2ccc(C)cc2)nc1S(=O)(=O)c1ccccc1` gave 14-3-3 PPI -88.
Screening Cc1nn2c(C(F)(F)F)c3c(nc2c1-c1ccc(Cl)cc1)CCC3 returned 14-3-3 PPI -7.
For COCCCn1c(C(C)C)nc2oc3cc(OC)ccc3c(=O)c2c1=O the results were 14-3-3 PPI 1.
CCOC(=O)c1ccc(NC(=O)C23CCC(C)(C(=O)C2)C3(C)C)cc1 (centres undefined) was read as 14-3-3 PPI 1.
`COc1ccc(CN2CC(C(=O)NCC3CCCO3)CC2=O)cc1` (centres undefined) gave 14-3-3 PPI 0.
O=C(c1n[nH]c2ccccc12)N1CCN(S(=O)(=O)c2ccc3ccccc3c2)CC1 was read as 14-3-3 PPI -2.
CCCOC(=O)C1=C(C)NC2=C(C(=O)CC(c3ccc(OC)c(OC)c3)C2)C1c1ccc(SC)cc1 (centres undefined) was read as 14-3-3 PPI 1.
Screening COc1ccc(CNC2=C(C(=S)Nc3ccccc3)C(=O)CC(C)(C)C2)cc1 returned 14-3-3 PPI -2.
Screening CCn1c2ccccc2c2nnc(SCC(N)=O)nc21 returned 14-3-3 PPI 1.
COc1ccc(NC(=O)C(CCSC)N2C(=O)C3C4c5ccccc5C(c5ccccc54)C3C2=O)cc1 (centres undefined) was read as 14-3-3 PPI -161.
CC1Cc2ccccc2N1C(=O)CSc1nnc(NC(=O)Cc2cccs2)s1 (centres undefined) was read as 14-3-3 PPI -6.
Screening CCC(=O)N1CCc2cc(Br)cc(S(=O)(=O)CCC(=O)N3CCN(c4ccccc4OC)CC3)c21 returned 14-3-3 PPI -4.
COc1cccc(C(c2nnnn2C(C)(C)C)N2CCN(C3CCCCC3)CC2)c1OC (centres undefined) was read as 14-3-3 PPI 0.
`O=C(NC1CCCC1)c1ccc2nc[nH]c2c1` gave 14-3-3 PPI -8.
Cc1cc(C(=O)O)c(C#N)c(N)n1 was read as 14-3-3 PPI 5.
`COc1cc(C2Nc3ccccc3NC3=C2C(=O)CC(c2cc(OC)c(OC)c(OC)c2)C3)cc(Br)c1O` (centres undefined) gave 14-3-3 PPI -8.
`O=C(C1CC1)N1CCc2cc(Br)cc(S(=O)(=O)N3CCN(C4CCCCC4)CC3)c21` gave 14-3-3 PPI -12.
`Cc1c(C(C)NC(=O)Nc2ccc(F)cc2F)cnn1C` (centres undefined) gave 14-3-3 PPI -3.
For O=C(C1c2ccccc2C(=O)N2CCc3ccccc3C12)N1CCCCCC1 (centres undefined) the results were 14-3-3 PPI -4.
COc1ccc(NC2=C(Cl)C(=O)N(c3ccc(C)cc3C)C2=O)c(OC)c1 was read as 14-3-3 PPI -16.
Screening CCC(=O)N1CCc2cc(Br)cc(S(=O)(=O)CCC(=O)Nc3cccc(CC)c3)c21 returned 14-3-3 PPI -3.
O=C(NCCCN1CCN(c2ccc(F)cc2)CC1)C1c2ccccc2C(=O)N2CCc3ccccc3C12 (centres undefined) was read as 14-3-3 PPI -4.
Screening c1ccc2c(c1)nnn1c3ccccc3nc21 returned 14-3-3 PPI -1.

Compounds above containing two or more sulfur atoms (13):
For Cc1cc(NS(=O)(=O)c2cccs2)no1 the results were 14-3-3 PPI -5.
`Cc1sc2ncn(CC(=O)NC3CCCC(C)C3C)c(=O)c2c1S(=O)(=O)N1CCC(C)CC1` (centres undefined) gave 14-3-3 PPI -5.
CC(=O)Nc1nnc(SCC(=O)NCCOc2ccccc2)s1 was read as 14-3-3 PPI 3.
Screening CCSc1nc(-c2cccs2)cc(C(F)(F)F)c1C#N returned 14-3-3 PPI -8.
Screening C=CCn1c(=S)[nH]c2sc(C)c(-c3ccccc3)c2c1=O returned 14-3-3 PPI -1.
O=c1[nH]c(=S)[nH]c(O)c1Cc1c(O)[nH]c(=S)[nH]c1=O was read as 14-3-3 PPI -11.
`O=C(CSc1nc2c(c(=O)n1-c1ccccc1)SCC2)N1CCCCCC1` gave 14-3-3 PPI -6.
Screening O=C(CSc1nc2sc3c(c2c(=O)[nH]1)CCCC3)NCCO returned 14-3-3 PPI 4.
`CCN1CCc2c(sc(NC(=O)c3ccc(S(=O)(=O)N4CCCC4)cc3)c2-c2nc3ccccc3s2)C1` gave 14-3-3 PPI -53.
Screening Cc1nc2cc(NS(=O)(=O)c3ccccc3F)ccc2s1 returned 14-3-3 PPI -6.
Screening FC(F)(F)c1nnc2sc(-c3cccs3)nn12 returned 14-3-3 PPI -5.
`CCSc1oc(-c2ccc(C)cc2)nc1S(=O)(=O)c1ccccc1` gave 14-3-3 PPI -88.
CC1Cc2ccccc2N1C(=O)CSc1nnc(NC(=O)Cc2cccs2)s1 (centres undefined) was read as 14-3-3 PPI -6.

High-throughput results as filed in PubChem BioAssay.
